# Screening results as filed in PubChem BioAssay.
# ARNT TACC3 PPI: ARNT/TACC3 interaction disruption; Q9Y6A5; AlphaScreen His-ARNT PAS-B/GST-TACC3 binding, luminescence; TACC3 fragment carries E629A point mutation; inhibition, % at 9.99 µM; 390,000 compounds, 0.66% hits;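 active = mean inhibition of replicates at least 50% and at least half of replicates each reaching 50%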;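 also: 0% = complete ARNT plus TACC3 wells and 100% = ARNT alone without TACC3; many hits fall short of the cut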
# ERp5 inh: blocks human ERp5 reductase activity on insulin; 350,000 compounds, 0.05% hits; Q15084; inhibition, % at 9.99 µM; ERp5 insulin aggregation, absorbance 650 nm, 90 min;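 active = mean replicate inhibition above about 25%, with every replicate also reaching it, limit read from the data, passing the limit was not always enough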
# Target sequence (Q15084 whole entry, looked up): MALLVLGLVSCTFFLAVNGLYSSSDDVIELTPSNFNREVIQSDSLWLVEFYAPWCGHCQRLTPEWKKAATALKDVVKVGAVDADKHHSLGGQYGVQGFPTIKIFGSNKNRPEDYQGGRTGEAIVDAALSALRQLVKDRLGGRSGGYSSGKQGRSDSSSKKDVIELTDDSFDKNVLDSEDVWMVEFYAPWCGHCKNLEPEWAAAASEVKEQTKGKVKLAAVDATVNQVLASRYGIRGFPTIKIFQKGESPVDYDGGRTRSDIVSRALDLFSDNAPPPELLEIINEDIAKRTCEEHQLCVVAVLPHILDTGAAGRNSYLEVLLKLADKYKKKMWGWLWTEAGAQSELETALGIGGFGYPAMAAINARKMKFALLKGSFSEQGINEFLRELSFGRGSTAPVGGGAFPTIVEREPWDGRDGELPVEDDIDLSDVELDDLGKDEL
# SIRT5 inh: sirtuin-5 (human) deacylase inhibition; Purified SirT5, succinyl-peptide AMC, trypsin-coupled fluorescence; AID 652115; Q9NXA8; inhibition, % at 15 µM; 330,000 compounds, 1.1% hits; in the data active = inhibition above about 15%
# Target sequence (Q9NXA8 whole entry, looked up): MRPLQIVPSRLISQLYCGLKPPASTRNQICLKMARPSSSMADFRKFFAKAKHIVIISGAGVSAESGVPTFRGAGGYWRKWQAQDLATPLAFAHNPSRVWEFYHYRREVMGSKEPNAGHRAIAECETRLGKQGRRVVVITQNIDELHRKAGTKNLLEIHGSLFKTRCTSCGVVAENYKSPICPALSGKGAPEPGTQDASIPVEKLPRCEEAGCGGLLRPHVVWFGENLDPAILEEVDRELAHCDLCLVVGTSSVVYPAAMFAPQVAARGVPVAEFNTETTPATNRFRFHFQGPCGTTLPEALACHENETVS
# miR-122 sensor: miR-122 inhibition in Huh7 cells. 340,000 compounds, 0.3% hits. activation (reporter increase), % at 12.5 µM. Huh7 miR-122 Renilla luciferase sensor, 48 h; neutral wells = 0, positive control = 100. AID 602342;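 active = mean replicate activation score at least 90 and every replicate individually at or above 90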;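 also: higher luciferase means less miR-122 activity so hits act as miR-122 inhibitors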
# esBAF inh: inhibitors of esBAF chromatin remodeling in mouse ES cells. 350,000 compounds, 2% hits. Bmi1-luciferase knock-in reporter, 24 h; 100% = twice the neutral-well signal. reporter increase, % at 12.5 µM; in the data active = activation above about 40%;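 also: 0% = median of the plate's neutral control wells and 100% = double that signal; a rise in the Bmi1 reporter signal indicates esBAF inhibition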
# C2C12 statin: suppressors of simvastatin-induced myotoxicity in C2C12 myotubes; ATP luminescence, 48 h; scaled: DMSO 0, geranylgeraniol control 100; AID 602340; 330,000 compounds, 0.78% hits; rescue of ATP level, % at 7.49 µM;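 active = mean ATP rescue above about 67%, or every replicate alone reaching that limit, limit read from the data, passing the limit was not always enough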;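 also: myotubes were challenged with 10 µM simvastatin during compound exposure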
# Cneo AK release: Cryptococcus neoformans lysis via adenylate kinase release | lysis activity, % at 15 µM | AID 651654 | C. neoformans lysis, adenylate kinase release luminescence, 4 h; normalised: neutral wells 0, clomiphene wells 100 | 360,000 compounds, 0.2% hits;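 active = mean lysis activity across replicates of at least 80%, whatever share of replicates individually reach that level; inactive = mean lysis activity below 80%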
#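 Test system: log-phase Cryptococcus neoformans yeast cells; Quantity: yeast cell density of 5 × 10^6 cells/mL; Buffer or medium: YPD; Doses: single compound concentration per well; Timing: 4 h at 37 °C static, read 1 h later; Measured by: AK luminescence; Read-out basis: lysis from increased AK signal; Control set: Clomiphene as positive control.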
# * = called active by the depositor; / = not tested or not shown; [ ] = remark or other dose.
entry	mol	C2C12 statin	SIRT5 inh	Cneo AK release	esBAF inh	ERp5 inh	miR-122 sensor	ARNT TACC3 PPI
1	CC(=O)NNC(=O)c1sc(=S)n(C)c1C	/	4	/	/	1	/	-2
2	COCCNC(=O)C(C)N(c1ccc(OC)cc1)S(C)(=O)=O (stereo unspecified)	/	/	0	4	/	-3	0
3	COc1cccc(S(=O)(=O)NC2CCN(C#N)C2)c1 (stereo unspecified)	8	/	-2	8	4	/	1
4	Cc1cc(C)n(CCCN2CCC(C(=O)Nc3cccc(-c4cccc(F)c4)c3)CC2)n1	-12	-7	3	-6	3	/	/
5	COc1ccc2[nH]c(=O)c(CN(C(=O)c3ccncc3)C(C)C)cc2c1	9	/	/	-6	/	3	0
6	C[C@H]1CN([C@@H](C)CO)C(=O)c2cc(-c3ccccc3)cnc2O[C@H]1CN(C)C	7	-2	4	-7	-2	-3[16.7 µM]	1
7	N#Cc1ccc(-c2nc3c4ccccc4ccn3c2Cc2ccccc2C(F)(F)F)cc1	32	-1	0	-4	-6	-2	/
8	CCOc1ccc(N2CC(C(=O)Nc3ccc(S(=O)(=O)N4CCOCC4)cc3)CC2=O)cc1 (stereo unspecified)	-10	/	-3	2	/	-2	8
9	CCOc1cccc2sc(N(CCN(CC)CC)C(=O)c3ccc(S(=O)(=O)N4CCCC4)cc3)nc12	-10	-3	-1	6	2	-2	14
10	CN(C)CCCN(C(=O)c1ccc(S(=O)(=O)N2CCOCC2)cc1)c1nc2cc3c(cc2s1)OCO3	/	-1	-2	/	-3	/	0
11	CCN(CC)S(=O)(=O)c1ccc(OC)c(NC(=O)C(C)Oc2ccc3c(C)cc(=O)oc3c2)c1 (stereo unspecified)	10	1	1	3	4	-3	/
12	COC(=O)c1c(NC(=O)CSc2nnnn2-c2ccc3c(c2)OCO3)sc(C)c1C	-12	/	5	-3	/	0	-9
13	CC[C@H]1OC(=O)[C@H](C)[C@@H](O[C@H]2C[C@@](C)(OC)[C@@H](O)[C@H](C)O2)[C@H](C)[C@@H](O[C@@H]2O[C@H](C)C[C@H](N(C)C)[C@H]2O)[C@](C)(O)C[C@@H](C)C(=NOCOCCOC)[C@H](C)[C@@H](O)[C@]1(C)O	9	-3	0	-1	4	0	-4
14	O=C(Cc1cccnc1)N[C@@H]1CC[C@H](CCn2cc(-c3ccccc3F)nn2)O[C@H]1CO	3	-3	-2	-1	1	/	3
15	CC(C)(C)NCC(=O)c1c[nH]c2ccccc12	/	/	-1	-4	/	5	-6
16	O=C(N[C@@H]1CC[C@H](CCNS(=O)(=O)c2ccccc2)O[C@@H]1CO)c1cnccn1	-11	-2	-2	1	1	/	-3
17	COC(=O)C1=C(C)N(Cc2ccccc2)C(=O)N[C@H]1c1ccccc1	5	1	0	-7	5	2	-14
18	CC(=O)Nc1cccc(OCc2c(F)cccc2Cl)c1	/	-1	/	/	2	4	-3
19	CO[C@H]1CN(C)C(=O)c2ccc(NC(=O)C3CC3)cc2OC[C@@H](C)N(Cc2ccncc2)C[C@@H]1C	-4	15	-1	2	0	/	1
20	CS(=O)(=O)Nc1ccc(C(=O)NCc2ccc3c(c2)OCO3)cc1	-2	/	0	5	/	-4	-4
21	COc1ccc(-c2nc(N)ncc2Oc2ccccc2Br)c(O)c1	28	/	-2	-3	/	3	20
22	COCC(=O)Nc1ccc2c(c1)C(=O)N(C)C[C@@H](OC)[C@H](C)CN[C@@H](C)CO2	-15	/	-5	0	/	-9[16.7 µM]	3
23	Cc1cc(C)n(/N=C/c2c[nH]c3ccccc23)c(=O)c1C#N	7	1	0	1	2	2	0
24	COc1ccccc1CN1CC(C(=O)N(C)CCc2nc3ccc(F)cc3[nH]2)CCC1=O (stereo unspecified)	3	1	-2	2	-4	3	-5
25	CC(C)NC(=O)N(C)C[C@@H]1Oc2ccc(NS(=O)(=O)c3ccccc3)cc2C(=O)N([C@H](C)CO)C[C@@H]1C	19	1	-1	3	-4	1[16.7 µM]	21
26	Cc1ccc(Nc2ccc(S(=O)(=O)N3CCOCC3)cc2[N+](=O)[O-])c(C)c1	-10	/	-2	-3	/	-3	12
27	C[C@H]1CN([C@@H](C)CO)C(=O)c2cc(NC(=O)C3CCCCC3)ccc2O[C@H]1CN(C)C(=O)Nc1cccc2ccccc12	33	3	-7	-6	0	0[16.7 µM]	2
28	C[C@@H]1CN([C@H](C)CO)C(=O)c2cccc(NC(=O)Nc3ccc(C(F)(F)F)cc3)c2O[C@H]1CN(C)Cc1ccncc1	16	-2	0	0	1	-4[16.7 µM]	2
29	COc1ccc(-c2cccc(-c3nc(C(=O)NCC(F)(F)F)cc4c3[C@H](CCO)N([S@@](=O)C(C)(C)C)C4)c2)cc1	-1	1	2	6	-2	/	-7
30	CC1CCCCC1NC(=O)Cn1cnc2c1c(=O)n(C)c(=O)n2C (stereo unspecified)	-5	-3	-1	-1	-1	-2	1
31	CC1=C(C(=O)c2ccccc2)C(c2ccc(O)cc2)NC(=S)N1 (stereo unspecified)	-5	-5	/	-7	5	-6	-1
32	CCOC(=O)c1c(NC(C)=O)sc2c1CCN(Cc1ccccc1)C2	-2	0	1	4	4	-1	-8
33	CC[C@H](C)[C@@H](CN[C@H](C)CNC)NCCC(c1ccccc1)c1ccccc1	-36	/	0	8	-2	-8	9
34	O=c1[nH]c2ccccc2nc1C(Nc1ccccc1)c1ccccc1 (stereo unspecified)	27	9	-1	-3	0	-2	2
35	COc1ccc(CNC(=O)COC(=O)CCc2c[nH]c3ccccc23)cc1	/	1	/	/	1	/	25
36	Cn1c(NC(=O)c2ccccc2)nc2ccccc21	-13	-3	-5	0	-2	2	3
37	O=C(c1ccc(F)cc1)C1CCN(C(=O)NCc2ccccc2)CC1	-9	0	-1	-4	0	3	-1
38	CN(C)CCNC(=O)c1ccc2c(c1)NC(=O)c1ccccc1S2	-16	-5	-1	2	1	-7	-14
39	Cc1ccc(NS(=O)(=O)c2ccc(NC(=O)c3cccc(NC(=O)C(C)C)c3)cc2)cc1	-11	/	1	20	/	24	1
40	CC12CCC(C(=NO)C1=O)C2(C)C (stereo unspecified)	2	-5	-3	-3	-3	-4	0

# Molecules listed so far with a thiophene ring, fused or not (2):
entry	mol	C2C12 statin	SIRT5 inh	Cneo AK release	esBAF inh	ERp5 inh	miR-122 sensor	ARNT TACC3 PPI
12	COC(=O)c1c(NC(=O)CSc2nnnn2-c2ccc3c(c2)OCO3)sc(C)c1C	-12	/	5	-3	/	0	-9
32	CCOC(=O)c1c(NC(C)=O)sc2c1CCN(Cc1ccccc1)C2	-2	0	1	4	4	-1	-8

# In another format: entries from further up
(36) Cn1c(NC(=O)c2ccccc2)nc2ccccc21
(34) O=c1[nH]c2ccccc2nc1C(Nc1ccccc1)c1ccccc1 (stereo unspecified)
(39) Cc1ccc(NS(=O)(=O)c2ccc(NC(=O)c3cccc(NC(=O)C(C)C)c3)cc2)cc1
(33) CC[C@H](C)[C@@H](CN[C@H](C)CNC)NCCC(c1ccccc1)c1ccccc1
(32) CCOC(=O)c1c(NC(C)=O)sc2c1CCN(Cc1ccccc1)C2
screen / no.	36	34	39	33	32
C2C12 statin	-13	27	-11	-36	-2
SIRT5 inh	-3	9	/	/	0
Cneo AK release	-5	-1	1	0	1
esBAF inh	0	-3	20	8	4
ERp5 inh	-2	0	/	-2	4
miR-122 sensor	2	-2	24	-8	-1
ARNT TACC3 PPI	3	2	1	9	-8

# Next part:
entry	mol	C2C12 statin	SIRT5 inh	Cneo AK release	esBAF inh	ERp5 inh	miR-122 sensor	ARNT TACC3 PPI
41	CC(OC(=O)C1CCN(c2ccc(C(F)(F)F)cn2)CC1)C(=O)c1ccccc1 (stereo unspecified)	12	-1	3	-4	-2	-4	-7
42	O=C(O)c1ccc2[nH]c3c(c2c1)CSCC3	0	/	-1	-1	/	-3	-2
43	CC(=O)Oc1ccc(C(=O)Nc2ccccc2C(=O)Nc2ccc(C(=O)O)cc2)cc1	-2	-3	1	-1	2	-3	2
44	COC(=O)c1cccc(NC(=O)NC23CC4CC(CC(C4)C2)C3)c1	-56	/	1	36	/	-4	-3
45	CC(C)(C)CN1CCC(Oc2cccc(C(=O)NCCCOc3cccnc3)c2)CC1	5	5	2	14	-3	/	/
46	COCCNC(=O)CN(C)S(=O)(=O)c1ccc(Br)cc1	/	/	-1	/	/	-11	-7
47	COc1ccc(-c2csc(NC3=NCCCCC3)n2)cc1	/	-8	/	/	5	/	0
48	COc1cccc(NC(=S)N2CCN(C)CC2)c1	1	-5	-8	-2	3	2	-7
49	CN(CCNC(=O)C1CCC(=O)N(Cc2ccc(Cl)cc2)C1)CCc1ccccc1 (stereo unspecified)	-9	-4	5	1	4	/	/
50	COc1ccc(C(=O)c2cc([N+](=O)[O-])ccc2N2CCN(C)CC2)cc1	/	0	/	/	2	/	-2

# Ordered by the number under miR-122 sensor (descending): some entries from above
cpd | Compound | miR-122 sensor
39 | Cc1ccc(NS(=O)(=O)c2ccc(NC(=O)c3cccc(NC(=O)C(C)C)c3)cc2)cc1 | 24
43 | CC(=O)Oc1ccc(C(=O)Nc2ccccc2C(=O)Nc2ccc(C(=O)O)cc2)cc1 | -3
38 | CN(C)CCNC(=O)c1ccc2c(c1)NC(=O)c1ccccc1S2 | -7

# Remaining list, next part.
entry	mol	C2C12 statin	SIRT5 inh	Cneo AK release	esBAF inh	ERp5 inh	miR-122 sensor	ARNT TACC3 PPI
51	O=C(C1CCCO1)N1CCN(C(=S)NC2CC2)CC1 (stereo unspecified)	/	-5	/	/	-1	-7	-5
52	CN1CCN(C(=S)c2ccc(OCC(=O)Nc3cccc(C(F)(F)F)c3)cc2)CC1	-9	1	2	-4	5	/	5
53	C[C@H](CO)N1C[C@H](C)[C@@H](CN(C)C)Oc2ccc(NS(=O)(=O)c3ccc(F)cc3)cc2C1=O	-24	-2	-1	4	-1	-1[16.7 µM]	1
54	Cc1ccc(S(=O)(=O)N2CCCN(S(=O)(=O)c3ccccc3Br)CC2)cc1	-5	/	-2	-8	0	9	-7
55	CCCCC(=O)NC(c1ccc(OC)cc1)c1ccc2cccnc2c1O (stereo unspecified)	22	-3	1	-50	-1	-23	/
56	Cc1c(NC(=O)c2cc3ccccc3c(=O)s2)c(=O)n(-c2ccccc2)n1C	-8	/	2	13	2	-5	16
57	COc1cccc(OC)c1NC(=O)C1CCCN1C(=O)Nc1cccc(Cl)c1 (stereo unspecified)	12	-1	0	-2	-3	/	-5
58	O=C(c1ccc(-c2ccc([N+](=O)[O-])cc2)o1)N1CCCCCCC1	-1	0	0	20	-9	6	8
59	CC(=O)OCC=C1CCC2C3CC(C)C4=CC(=O)CCC4(C)C3C(O)CC12C (stereo unspecified)	7	/	0	-1	1	-4	-16
60	CNC[C@H]1Oc2ccc(NC(=O)Nc3ccc(C(F)(F)F)cc3)cc2CC(=O)N([C@H](C)CO)C[C@H]1C	-18	3	1	0	-9	-3[16.7 µM]	-1
61	O=C1C=C(c2ccc(Cl)nc2)C[C@@H](c2ccc3c(c2)OCO3)C1	20	/	1	8	/	-15	0
62	CO[C@H]1CN(C)C(=O)c2cc(NC(=O)NC3CCCCC3)ccc2OC[C@H](C)N(C)C[C@H]1C	3	4	0	1	0	/	-12
63	CCOC(=O)c1cc(-c2ccc(C)cc2)n(CCC(=O)NC(C)CC)c1C (stereo unspecified)	6	/	16	0	/	-3	1
64	O=C([C@@H]1[C@@H](CO)[C@@H]2Cn3c(ccc(-c4ccccc4)c3=O)[C@@H]2N1Cc1cocn1)N1CCCCC1	-4	-1	-4	-3	1	2[16.7 µM]	-6
65	CCCN(CCC)Cc1cc(=O)oc2ccc3ccccc3c12	5	2	-2	-5	-8	5	/

# Hits appear at their usual frequency; 4% or so of the library scored in one or more.
